Compound activity (PubChem BioAssay)
AGP1 TOR yeast = modulators of AGP1-GFP expression in yeast TOR pathway, primary screen, cell-based, multiplex flow cytometry, S. cerevisiae, MLPCN library; 320,000 tested, 0.02% active; 3 h; GFP as percent of DMSO wells; AID 2066, 2009; GFP response vs DMSO, % at 10 µM;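 active = GFP response relative to DMSO above a set limit, near screen average plus 3 SD, cut at about 150% in these data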;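 note: median GFP channel fluorescence of the gated AGP1 strain per well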
VLA-4 inh = inhibition in human VLA-4 binding assay, primary screen, VLA-4 allosteric modulator project, MLPCN library, flow cytometry, VLA-4 expressing cells | Integrin alpha-4 (Homo sapiens), P13612 | ligand binding flow cytometry | AID 2557, 2010 | 330,000 tested, 0.2% active | inhibition, % (about 7 µM as worked out from the volumes in the protocol); in the data active = inhibition above about 50%
GRK2 inh = compounds blocking aptamer binding on GRK2 – biochemical, human GRK2, bead flow cytometry, HTS, primary screen. Beta-adrenergic receptor kinase 1 (Homo sapiens), P25098. FAM-aptamer displacement from GRK2. inhibition of aptamer binding, % at 10 µM. 330,000 tested, 0.59% active. AID 488847, 2010;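 active = inhibition of aptamer binding above 40%, roughly 3 SD of noise, on plates passing a quality check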;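 note: median bead fluorescence of bound FAM aptamer so fluorescent compounds give negative values; no value below 0 was filed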
Target sequence (P25098 whole entry, looked up): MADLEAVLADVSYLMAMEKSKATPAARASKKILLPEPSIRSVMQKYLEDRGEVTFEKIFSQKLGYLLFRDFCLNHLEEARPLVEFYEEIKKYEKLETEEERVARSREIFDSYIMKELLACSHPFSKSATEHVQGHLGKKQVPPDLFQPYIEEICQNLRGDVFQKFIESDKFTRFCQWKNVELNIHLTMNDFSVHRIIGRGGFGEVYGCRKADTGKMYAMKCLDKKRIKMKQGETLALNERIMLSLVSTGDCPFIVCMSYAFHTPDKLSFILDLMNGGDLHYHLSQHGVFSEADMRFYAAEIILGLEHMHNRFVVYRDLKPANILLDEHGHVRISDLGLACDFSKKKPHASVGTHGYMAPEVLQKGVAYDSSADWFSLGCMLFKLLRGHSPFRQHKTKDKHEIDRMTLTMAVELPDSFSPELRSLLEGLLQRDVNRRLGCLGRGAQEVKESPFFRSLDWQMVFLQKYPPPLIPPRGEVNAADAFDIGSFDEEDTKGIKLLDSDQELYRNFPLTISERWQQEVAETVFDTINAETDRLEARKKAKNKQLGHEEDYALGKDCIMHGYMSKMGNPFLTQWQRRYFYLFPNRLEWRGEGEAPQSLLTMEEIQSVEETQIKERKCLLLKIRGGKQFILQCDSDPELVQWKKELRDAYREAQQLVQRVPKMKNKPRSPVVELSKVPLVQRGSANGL
MCL1 BIM primary = inhibitors of MCL1 binding to BIM-BH3, primary screen, biochemical, fluorescence polarization | 320,000 tested, 0.68% active | inhibition, % at 10.9 µM | GST-MCL1 / FITC-Bim-BH3 fluorescence polarization | Induced myeloid leukemia cell differentiation protein Mcl-1 (Homo sapiens), Q07820 | AID 2057, 2009;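 active = inhibition above the mean inhibition of all tested compounds plus 3 SD, set per campaign, cut at about 40% in these data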;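 note: 0% = DMSO wells and 100% = unlabeled Bim-BH3 peptide control; higher means more loss of mP so more displacement of Bim peptide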
GLD-1 RNA inh = GLD-1/TGE RNA complex disruptors, primary screen, biochemical, fluorescence polarization; Female germline-specific tumor suppressor gld-1 (Caenorhabditis elegans), Q17339; purified GLD-1 + fluorescein TGE RNA; inhibition, % at 5.96 µM; 320,000 tested, 0.44% active; AID 2280, 2010;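 active = percent inhibition above a per-plate cutoff, the plate mean of test compounds plus 3 SD, cut at about 30% in these data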;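 note: 0% = DMSO wells with GLD-1 and probe and 100% = wells lacking GLD-1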
Fam108B inh = mouse Fam108B serine hydrolase inhibitors, primary screen, counter-screen for RBBP9 inhibitor project, biochemical, fluorescence polarization; recombinant Fam108B, FP-Rh probe fluorescence polarization; inhibition, % at 9.51 µM; 300,000 tested, 0.33% active;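 active = inhibition above the screen mean inhibition plus 3 SD, computed separately per campaign, cut at about 18% in these data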;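 note: inhibitors lower polarization as less probe binds the enzyme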
CIT2-GFP yeast = modulators of CIT2-GFP expression in yeast, primary screen, S. cerevisiae, GFP fusion, multiplex flow cytometry, MLPCN library | S. cerevisiae CIT2-GFP strain, 3 h; 100 means same as DMSO wells | GFP response vs DMSO, % at 10 µM | 320,000 tested, 0.065% active | AID 2029, 2009;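 active = GFP response relative to DMSO above a set limit, near the screen mean plus 3 SD, cut at about 150% in these data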;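 note: ratio of well median GFP fluorescence to mean of DMSO wells on the plate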
MEX-5 binding = MEX-5 zinc finger RNA-binding disruptors – biochemical, C. elegans, fluorescence polarization, MLPCN library, primary screen. MEX-5/FITC-TCR2 RNA binding; stronger effect = lower value. 300,000 tested, 0.38% active. Zinc finger protein mex-5 (Caenorhabditis elegans), Q9XUB2. activity score (negative = inhibition of binding), % at 10 µM;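 active = inhibition past about -25% in most replicates, and total fluorescence under double the plate's negative control median, limit read from the data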;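 note: 0% = DMSO and -100% = 5 µM competing unlabeled TCR2 RNA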
BCLXL inh = inhibitors of human Bcl-xL, primary screen, biochemical, fluorescence polarization, HTS; Bcl-2-like protein 1 (Homo sapiens), Q07817; GST-Bcl-xL / FITC-Bim BH3 peptide fluorescence polarization; inhibition, % at 10.9 µM; 320,000 tested, 0.7% active; AID 2129, 2009;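 active = inhibition above the mean of all tested compounds plus 3 SD, cutoff set per campaign, cut at about 30% in these data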;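 note: 0% = DMSO wells and 100% = unlabeled Bim-BH3 peptide competitor; inhibitors lower millipolarization by displacing the labeled peptide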
Target sequence (Q07817 whole entry, looked up): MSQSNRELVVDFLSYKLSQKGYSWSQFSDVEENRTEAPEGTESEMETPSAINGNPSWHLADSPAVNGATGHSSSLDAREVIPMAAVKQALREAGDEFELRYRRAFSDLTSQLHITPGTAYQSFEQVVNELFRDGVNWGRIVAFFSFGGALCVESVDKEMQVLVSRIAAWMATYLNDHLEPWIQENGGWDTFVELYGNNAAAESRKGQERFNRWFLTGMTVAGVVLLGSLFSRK
Numbers without * were called inactive; . = not tested or not shown.

SMILES	AGP1 TOR yeast	VLA-4 inh	GRK2 inh	MCL1 BIM primary	GLD-1 RNA inh	Fam108B inh	CIT2-GFP yeast	MEX-5 binding	BCLXL inh
Oc1ccccc1CNc1cnc2ccccc2c1	113	5	0	4	8	2	98	2.3	3
CCCCOC(=O)c1ccc(NC(=O)C(=O)NCC2CCCO2)cc1 (centres undefined)	100	16	0	2	1	-2	98	1.7	8
Cc1n[nH]c(=O)c2c(NC(=O)CSc3nc4ccccc4c(=O)n3CCCO)oc(C)c12	102	12	0	1	3	-2	101	1.1	2
CC(C)CC(CO)N1CCN(C(=O)c2ccccc2)CCC1=O (centres undefined)	78	16	5	3	5	-2	67	1.0	-2
CCN(Cc1nc2ccccc2c(=O)[nH]1)C(=O)c1cc2c(s1)CCCCC2	110	-12	0	-2	2	.	97	.	4
COc1ccccc1NS(=O)(=O)c1cc(NC(=O)CCc2nc3ccccc3c(=O)[nH]2)ccc1C	115	0	1	8	1	5	102	-6.0	9
COc1ccc(/C=C/C(O)=C2/C(=O)N(C)C3(C)CC2c2ccccc2O3)cc1 (centres undefined)	100	0	4	0	2	1	97	0.5	2
CSc1ncccc1C(=O)OCC(=O)NC(C)CCc1ccccc1 (centres undefined)	96	0	2	.	1	.	110	.	.
Cc1cc(C)nc(CCNC(=O)C2CCC(=O)N(Cc3ccccc3F)C2)n1 (centres undefined)	98	-96	7	-4	-3	-1	98	1.4	1
O=C(CN1CCN(c2ccccc2)CC1)Nc1cccc([N+](=O)[O-])c1	95	1	3	14	-2	8	95	0.8	4
CC1CCc2nc(/C(C#N)=C/c3ccncc3)sc2C1 (centres undefined)	93	6	0	-15	-31	4	98	3.0	-6
CCC(C(=O)OCC(=O)NCc1ccc2c(c1)OCO2)c1ccccc1 (centres undefined)	95	18	0	.	3	.	84	.	.
CS(=O)(=O)c1ccc(C(=O)Nc2ccccc2N2CCOCC2)c(Cl)c1	88	3	1	-1	-2	-1	88	1.8	3
CC(=O)N1c2ccc3ccccc3c2C(C)CC12CCCCC2 (centres undefined)	102	1	0	-3	4	1	100	1.0	3
CSc1ccc(CN2CCc3c([nH]c4ccccc34)C2)cc1	99	-11	0	-5	-9	1	96	-1.7	7
Cc1cccc(NC(=O)NCC(c2ccc(F)cc2)N2CCN(C)CC2)c1 (centres undefined)	103	11	0	0	1	2	99	-0.1	1
COc1ccc(-c2cn(CCO)c(-c3ccc(Cl)nc3)n2)cc1	99	-2	0	4	-1	0	100	.	0
CCCN1C(=O)/C(=C/c2ccc(OCc3ccc(C(=O)O)cc3)c(OC)c2)NC1=S	95	-4	5	-1	-5	-1	98	0.4	3
COc1ccc(OC)c(NCc2nnc(-c3ccccc3)o2)c1	95	3	0	.	.	.	98	1.3	.
CCC1Sc2ccc(S(=O)(=O)CCC(=O)Nc3ccc(NC(C)=O)cc3)cc2NC1=O (centres undefined)	98	7	5	0	-4	1	99	1.8	5

Part of the list above, reduced to GLD-1 RNA inh.
molecule,GLD-1 RNA inh
CCN(Cc1nc2ccccc2c(=O)[nH]1)C(=O)c1cc2c(s1)CCCCC2,2
CCCN1C(=O)/C(=C/c2ccc(OCc3ccc(C(=O)O)cc3)c(OC)c2)NC1=S,-5
Cc1cc(C)nc(CCNC(=O)C2CCC(=O)N(Cc3ccccc3F)C2)n1 (centres undefined),-3
O=C(CN1CCN(c2ccccc2)CC1)Nc1cccc([N+](=O)[O-])c1,-2
CCC(C(=O)OCC(=O)NCc1ccc2c(c1)OCO2)c1ccccc1 (centres undefined),3
CCC1Sc2ccc(S(=O)(=O)CCC(=O)Nc3ccc(NC(C)=O)cc3)cc2NC1=O (centres undefined),-4

(cont.)
SMILES	AGP1 TOR yeast	VLA-4 inh	GRK2 inh	MCL1 BIM primary	GLD-1 RNA inh	Fam108B inh	CIT2-GFP yeast	MEX-5 binding	BCLXL inh
CSCCC(NC(=O)c1cccc([N+](=O)[O-])c1)c1nc2ccccc2[nH]1 (centres undefined)	98	20	0	2	-3	3	95	-0.2	3
O=C(CCNS(=O)(=O)c1ccccc1C(F)(F)F)NNC(=O)c1csc(N2CCOCC2)n1	92	-4	3	1	1	-4	98	-2.3	1
c1ccc(CCNc2ncnc3ccccc23)cc1	104	-2	0	1	1	1	106	-0.4	8
COc1cc(CNC(=O)c2nc(Cn3nc(C)c(Br)c3C)no2)cc(OC)c1	93	-8	0	5	15	-1	89	-1.1	4
COCc1c(C(=O)Nc2ccc(Cl)cc2F)oc2ccccc12	101	-13	2	-1	3	-7	98	-2.0	-5
C[C@H](NC(=O)C1CCN(S(=O)(=O)c2ccccc2)CC1)C(=O)NCc1cccc(C(F)(F)F)c1	116	-3	1	-2	2	0	113	3.9	0
O=C(NCc1nnc(SCC(=O)N2CCCCC2)o1)c1ccc(F)cc1	86	6	0	9	2	1	92	2.8	3
COc1cc(OC)c2c(C)cc(=O)oc2c1	.	8	0	0	7	5	88	-3.5	0
CC1CN(C(=O)CN2C(=O)NC3(CCCCCCC3)C2=O)CC(C)O1 (centres undefined)	95	1	0	7	-1	4	93	-2.0	4
O=C(C[C@@H]1C/C=C/CC[C@@H](Cc2ccc(F)cc2)C(=O)OCCNC1=O)N[C@H](CO)Cc1ccccc1	95	-3	0	.	0	.	106	.	.
Cn1c(C(=O)N2CCCC(C(=O)c3ccc(C(F)(F)F)cc3)C2)cc(=O)n(C)c1=O (centres undefined)	99	0	0	11	6	-1	107	0.0	3
COc1ccc(CC(=O)NNS(=O)(=O)c2ccc(F)cc2)cc1	107	-2	2	0	-10	4	101	0.0	3
COc1ccccc1NS(=O)(=O)c1ccc(O)c(C(N)=O)c1	105	-15	0	-2	2	0	89	-3.0	0
COc1ccc(N(C(=O)CNC(=O)c2cccs2)C(C(=O)NCC2CCCO2)c2ccccc2)cc1OC (centres undefined)	107	-15	0	3	2	-4	101	-0.8	0
COc1ccc(C2CC(c3ccc(Cl)cc3)n3nc(N)nc3N2)cc1 (centres undefined)	99	14	2	2	-1	2	98	1.6	10
CSc1ccccc1NC(=O)CSCc1nc2sc(C)c(C)c2c(=O)[nH]1	95	3	4	-14	-1	0	90	-11	-6
O=C(OCC(=O)c1c[nH]c2ccccc12)c1ccc(Br)o1	86	6	0	2	2	2	96	-1.2	-3
O=C(N/N=C/c1c[nH]c2ccccc12)c1cc(-c2cccc3ccccc23)n[nH]1	96	9	0	-5	-9	3	98	-1.1	-4
O=C(CCCOc1ccc(Cl)cc1Cl)N1CCN(c2ccccn2)CC1	89	20	0	1	-4	-2	84	1.0	-1
Cc1ccc(-n2nc3c(c2NC(=O)C(C)(C)C)CSC3)c(C)c1	101	0	0	4	4	-6	103	2.3	3
CC(C)(C)c1nnc(N/N=C/c2cc(Br)ccc2O)n(N)c1=O	99	22	5	-1	8	8	95	1.5	0
CC1(C)Oc2ccc3ccc(=O)oc3c2C[C@H]1O[C@@H]1O[C@H](CO)[C@@H](O)[C@H](O)[C@H]1O	106	-8	5	.	5	.	101	.	.
N#Cc1c(N)n(CCc2ccc(F)cc2)c2nc3ccccc3nc12	93	-26	4	3	-8	2	94	-8.7	4
COc1ccc(N2CCN(C(=O)CSc3nnc4c5cc(C)ccc5n(C)c4n3)CC2)cc1	88	8	1	16	2	1	83	-1.3	12
O=C(/C=C1\SC(=O)N(CC(=O)Nc2ccc(F)cc2)C1=O)Nc1ccc(Cl)cc1	119	19	1	-1	4	-5	88	-0.3	2
O=C(O)c1cc2cc(F)ccc2[nH]1	85	-10	1	1	0	2	84	-3.3	2
COc1ccc(C(=O)CSc2nnc3ccc(-c4ccccn4)nn23)cc1	87	-5	0	-1	4	-1	78	-1.2	9
COc1cc2c(cc1OC)C(c1cccc([N+](=O)[O-])c1)N(C(=O)c1ccccc1C(=O)O)CC2 (centres undefined)	102	19	0	3	-4	6	93	-2.8	6
COc1ccc(-c2nnn(CCC(=O)O)n2)cc1	108	-1	0	10	0	0	.	1.2	4
O=[N+]([O-])c1ccc(N2CCCCC2)cc1SCCO	102	-3	0	-1	0	-4	93	-0.6	0
O=C(/C(C=Nc1ccc(Br)cc1)=C(/O)c1ccco1)C(F)(F)F	94	18	1	-11	-27	5	87	3.2	-4
O=[N+]([O-])c1ccc(N2CCN(c3ccccc3F)CC2)nc1	96	0	1	.	.	.	98	1.5	.
CCc1ccc(-c2cc3c(=O)n(CC(=O)NCCN4CCCCC4C)nc(C)n3n2)cc1 (centres undefined)	101	-91	0	-7	-5	-3	94	-0.8	-2
COc1ccc(-c2ccc(CCC(=O)O)n2NC(N)=O)cc1	104	-9	1	4	6	1	91	-2.3	1
Cc1nc2cc(N3CCCCC3)c(NC(=O)c3cccnc3)cc2c(=O)n1Cc1ccccc1	94	20	1	-16	0	0	90	-2.4	-10
Cn1ccnc1SCC(=O)c1cc2ccccc2o1	98	-68	2	-77	-34	-9	98	1.6	-43
O=C(Oc1cccc2ccccc12)C1CC1	99	13	4	-13	-7	-8	100	0.6	-14
CN(C)c1nc(NCc2ccccc2)nc(N/N=C/c2ccccc2F)n1	97	4	2	9	5	1	98	0.5	1
Cc1ccc(CCNC(=O)C2CCCN(S(=O)(=O)N3CC(C)CC(C)C3)C2)cc1 (centres undefined)	104	16	2	4	2	-2	109	3.5	0

Complete entries, quoted from the list. Screens in order: AGP1 TOR yeast | VLA-4 inh | GRK2 inh | MCL1 BIM primary | GLD-1 RNA inh | Fam108B inh | CIT2-GFP yeast | MEX-5 binding | BCLXL inh
Cn1ccnc1SCC(=O)c1cc2ccccc2o1 as listed: 98 | -68 | 2 | -77 | -34 | -9 | 98 | 1.6 | -43
COc1cc2c(cc1OC)C(c1cccc([N+](=O)[O-])c1)N(C(=O)c1ccccc1C(=O)O)CC2 (centres undefined) as listed: 102 | 19 | 0 | 3 | -4 | 6 | 93 | -2.8 | 6
COc1ccc(N2CCN(C(=O)CSc3nnc4c5cc(C)ccc5n(C)c4n3)CC2)cc1 as listed: 88 | 8 | 1 | 16 | 2 | 1 | 83 | -1.3 | 12

Part of the list above in another layout.
| Structure | AGP1 TOR yeast | VLA-4 inh | GRK2 inh | MCL1 BIM primary | GLD-1 RNA inh | Fam108B inh | CIT2-GFP yeast | MEX-5 binding | BCLXL inh |
| --- | --- | --- | --- | --- | --- | --- | --- | --- | --- |
| COc1ccc(-c2nnn(CCC(=O)O)n2)cc1 | 108 | -1 | 0 | 10 | 0 | 0 | . | 1.2 | 4 |
| N#Cc1c(N)n(CCc2ccc(F)cc2)c2nc3ccccc3nc12 | 93 | -26 | 4 | 3 | -8 | 2 | 94 | -8.7 | 4 |
| O=C(Oc1cccc2ccccc12)C1CC1 | 99 | 13 | 4 | -13 | -7 | -8 | 100 | 0.6 | -14 |
| COc1ccc(-c2ccc(CCC(=O)O)n2NC(N)=O)cc1 | 104 | -9 | 1 | 4 | 6 | 1 | 91 | -2.3 | 1 |
| Cn1ccnc1SCC(=O)c1cc2ccccc2o1 | 98 | -68 | 2 | -77 | -34 | -9 | 98 | 1.6 | -43 |
